PMI inhibitors: MPI enzyme activity inhibition – biochemical, fluorescence intensity, coupled assay, primary screen (AID 1209); hit rate 0.42% among 190,000; purified PMI enzyme, coupled fluorescence intensity; higher % means a stronger effect; inhibition, % at 20 µM; hits with a dose series show IC50 in µM;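 also: plate controls were DMSO vehicle for no effect and wells lacking substrate for full effect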
RSV antiviral HEp-2: RSV antiviral activity via CPE protection, HEp-2 cells, primary 10 µM value included (AID 2391). CPE inhibition, % at 10 µM; hits with a dose series show IC50 in µM. HEp-2 cells, RSV-induced CPE inhibition; higher % means a stronger effect. hit rate 0.13% among 310,000; in the data active = a potency from the dose series; inconclusive = CPE inhibition mostly from about 23% at the one dose, without a potency; inactive = the rest, 99 in 100 with CPE inhibition below about 21%; also: strong numbers were not always called active
M17LAP inhibition: P. falciparum M17LAP inhibitors, primary screen, biochemical, fluorogenic H-Leu-NHMec substrate, 1536-well (AID 1619); recombinant M17LAP, H-Leu-NHMec fluorogenic kinetic assay; higher % means a stronger effect; one-dose inhibition, % at 30 µM; IC50 in µM for titrated hits; hit rate 0.38% among 220,000;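 active = compound inhibiting the enzyme by more than half at any dose during confirmatory dose-response retesting; inconclusive = strong single-dose inhibitors picked by rank but not retested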;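 also: plate controls were full reaction with DMSO carrier for no effect and no enzyme background for full effect; strong numbers were not always called active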
PMI inhibition: MPI inhibition at elevated mannose 6-phosphate – biochemical, fluorescence intensity, high mannose 6-phosphate, primary screen (AID 1220) | recombinant PMI enzyme, coupled fluorescence intensity; higher % means a stronger effect | one-dose inhibition, % at 20 µM; IC50 in µM for titrated hits | hit rate 0.66% among 190,000
T cell modulator: T cell immune modulators affecting CD8 T cell-vesicle binding | calls only at 7 µM | 2C CD8+ T cell-vesicle binding, flow cytometry; active compounds read low | hit rate 0.068% among 330,000 | AID 2052;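 active = response, share of CD8 T cells binding vesicles, and their 90th percentile fluorescence all below set limits, cut at about 80% in these data, passing the limit was not always enough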
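Benchmarks: naked versus QL9-loaded vesicles / Assay system: purified 2C TCR transgenic mouse naive CD8+ T cells / Technique: high-throughput flow cytometry with anti-B7-1 and anti-CD8 staining / Timing: Cell–vesicle co-incubation 1.5 h at 37 °C, staining 20 min on ice / Read-out: percent CD8+ FL2 mean versus row control / Probe or stimulus: QL9-loaded Drosophila micro-vesicles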
P. falciparum M1AAP: P. falciparum M1AAP inhibitors, biochemical, fluorogenic H-Leu-NHMec substrate, 1536-well (AID 1445); recombinant M1AAP, H-Leu-NHMec fluorogenic kinetic assay; higher % means a stronger effect; one-dose inhibition, % at 30 µM; IC50 in µM for titrated hits; hit rate 0.42% among 220,000;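 active = primary inhibition above the hit cutoff, then over 50% inhibition at one or more dose response concentrations, cut at about 23% in these data, passing the limit was not always enough; inconclusive = conflicting primary data, or primary hits not chosen for dose response; inactive = low primary inhibition, or under 50% at every dose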;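 also: plate controls were DMSO full reaction for no effect and no enzyme background for full effect; strong numbers were not always called active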
TNAP activators: human TNAP enzyme activators, primary screen, biochemical, luminescent, no phosphate acceptor, uHTS (AID 1001). hit rate 0.03% among 200,000. purified TNAP, luminescent activation assay, no phosphate acceptor; higher activation fold means a stronger effect. activation fold at 20 µM; hits with a dose series show EC50 in µM; in the data active = activation fold from about 3, or a potency from the dose series; inactive = the rest, 99 in 100 with activation fold below about 1.6; also: many of its hits are not listed in these tables
West Nile virus CPE: West Nile virus antiviral activity, cell-based, CPE readout (AID 1621) | West Nile virus-infected cells, CPE inhibition; higher % means a stronger effect | CPE inhibition, % at 10 µM, or IC50 in µM where a hit was titrated | hit rate 0.02% among 290,000; in the data active = a potency from the dose series; inconclusive = CPE inhibition mostly from about 3.7% at the one dose, without a potency; inactive = the rest, 99 in 100 with CPE inhibition below about 2.2%; also: strong numbers were not always called active
K1F lysis inhibition: inhibition of K1F phage lysis, E. coli UTI89, bacterial capsule biogenesis inhibitors, alamar blue (AID 488966). E. coli UTI89 K1F phage lysis, alamar blue, 2 h; higher % means a stronger effect. inhibition, % at 100 µM; hits with a dose series show IC50 in µM. hit rate 0.02% among 340,000;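 active = phage lysis inhibition, versus mean bacterial control, above a set limit; inconclusive = no clear call, values can overlap the other calls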;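 also: capsule biogenesis inhibitors block K1F phage lysis so surviving cells raise fluorescence; higher fluorescence means more inhibition of phage lysis; actives were called in the ten point dose series up to 300 µM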
T cell modulator vesicle-bound %: recorded beside T cell modulator, whose call it bears; double positive events, %; measured here: CD8+ vesicle-bound cell fraction;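 binding gate set so that unloaded-vesicle control wells show 10% double positive cells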
* marks the source's active call; other numbers are inactive results; i = inactive; ? = inconclusive; . = no result given; [ ] = dose if it differs, or a comment. Rule as the data show it, unless noted: active = inhibition above about 50%; inactive = the rest.

Each structure is followed by: PMI inhibitors	RSV antiviral HEp-2	M17LAP inhibition	PMI inhibition	T cell modulator	T cell modulator vesicle-bound %	P. falciparum M1AAP	TNAP activators	West Nile virus CPE	K1F lysis inhibition
C1=Cc2ccccc2Nc2ccccc21
    .	1.2%	-2%	.	i	48	1%	.	-0.1%	2.1%[50 µM]
CCOc1ccc(S(=O)(=O)NCCC(=O)N2CCN(c3ccc(OC)cc3)CC2)cc1
    0%	-0.9%	-2%	8%	i	52	3%	1.1	-0.4%	-0.4%
O=c1c2c(-c3ccccc3)ccnc2[nH]n1-c1ccccc1
    .	1.4%	.	.	i	18	.	.	0.4%	0.9%
O=c1[nH]c(=S)[nH]c2sccc12
    -13%	1.8%	9%	-44%	i	42	2%	1.1	-0.4%	-1.5%
CCOc1ccc(N(C)S(=O)(=O)c2csc(C(N)=O)c2)cc1
    .	1.1%	.	.	i	59	.	.	-0.8%	0.2%
COc1ccc(CCN2C(=O)C(C)=C(C)C2=O)cc1OC
    .	0.4%	.	.	i	34	.	.	-1.0%	0.1%
CCCCNC(=O)C1CCC(CNS(=O)(=O)c2ccc(NC(C)=O)cc2)CC1 (stereo not drawn)
    -7%	0.4%	-7%	37%	i	28	0%	1.1	-0.1%	0.0%
COC(=O)c1cc(NC(=O)c2cccc(C(F)(F)F)c2)c(=O)oc1C/C=N/OCc1cccc(Cl)c1Cl
    -39%	2.0%	10%	-60%	i	47	11%	1.1	0.1%	0.7%
CSc1ccc(S(=O)(=O)Nc2ccc3c(c2)NC(=O)CC3)cc1
    -1%	1.2%	6%	0%	i	47	4%	1.1	-1.1%	0.5%
Cc1ccc(S(=O)(=O)Nc2cc(C(=O)Nc3cc(C)cc(C)c3)ccc2Cl)cc1
    28%	?	4%	26%	i	50	-6%	1	0.5%	0.5%
CC(NC(=O)CSc1nnc(COc2ccccc2)o1)c1ccccc1 (stereo not drawn)
    -15%	0.5%	-8%	-14%	i	49	1%	1	-0.1%	4.3%
CCOc1ccccc1NC(=O)N1CCC(c2nc3ccc(C)cc3[nH]2)CC1
    -9%	3.1%	2%	-4%	i	37	-4%	0.8	0.2%	1.2%
COc1ccc(C2C(C#N)=C(N)Oc3cc(O)ccc32)cc1C (stereo not drawn)
    .	3.6%	.	.	i	58	.	.	-0.1%	-1.5%
CCC(=Nc1ccccc1O)C1=C(O)CC(c2ccccc2)CC1=O (stereo not drawn)
    .	-0.8%	4%	.	i	20	6%	.	-0.7%	1.6%
C#C[C@]1(O)CC[C@H]2[C@@H]3CCC4=C(CCC(=O)C4)[C@H]3CC[C@@]21C
    11%	-2.5%	1%	18%	i	25	4%	1.1	0.0%	2.5%
O=S(=O)(Nc1nc2ccccc2nc1N1CCc2ccccc2C1)c1ccc(Br)cc1
    -64%	16%	-16%	-93%	i	47	16%	1	-0.5%	2.1%
Cc1ccsc1C1Nc2ccc3ncccc3c2C2=C1C(=O)CC(C)(C)C2 (stereo not drawn)
    26%	0.5%	6%	50%	i	47	7%	1.2	3.0%	8.9%
Cc1nn(-c2ccc(Cl)cc2)c2sc(C(=O)N3CCN(c4ccccn4)CC3)cc12
    16%	0.0%	2%	14%	i	31	9%	1.1	-0.1%	0.6%
CC(=O)Nc1ccc(S(=O)(=O)N2CCC(N(C)CCC(C)C)CC2)cc1
    -8%	-0.3%	-14%	-6%	i	35	4%	1	0.1%	-1.0%
O=C(/C=C\c1ccco1)c1ccc(NC(=O)c2ccco2)cc1
    10%	-0.7%	.	10%	i	58	.	1.1	-0.8%	1.4%
O=c1cc(N2CCCCC2)c(-c2ccccc2)nn1Cc1ccc(Cl)cc1
    6%	1.0%	-3%	7%	i	45	3%	1.1	0.0%	0.4%
CCOC(=O)C1CCN(C(=O)COc2ccc(S(=O)(=O)N3CCOCC3)cc2)CC1
    .	1.4%	.	.	i	26	.	.	0.2%	0.4%[50 µM]
CCCCC(=O)c1ccc(O)cc1
    -4%	0.3%	4%	-7%	i	68	-3%	1.1	0.3%	0.4%
CC(C)NC(=O)CCCn1c(=S)[nH]c2cc3c(cc2c1=O)OCO3
    -8%	-0.4%	0%	-3%	i	23	6%	1.1	-0.6%	0.2%
COc1ccc(C(=O)Nc2ccc(N3CCC(C)CC3)cc2)cc1Br
    -9%	-0.6%	-1%	-3%	i	36	9%	1.1	0.0%	7.7%
CCn1ncc([N+](=O)[O-])c1C(=O)Nc1ccc(C(=O)N2CCCCC2)cc1
    -7%	1.4%	0%	-9%	i	48	-1%	1.1	-0.8%	2.2%[50 µM]
COc1ccccc1NC(=O)CCc1nnc2ccc(NCc3ccco3)nn12
    .	0.2%	.	.	i	60	.	.	-0.6%	-0.1%
CN1C(=O)c2cccc3c(S(N)(=O)=O)ccc1c23
    .	2.4%	.	.	i	46	.	.	0.2%	2.4%
Cc1nc(CS(=O)(=O)c2ccc(Cl)cc2)cc(Sc2ccccc2Cl)n1
    19%	4.0%	-12%	20%	i	43	-5%	1.1	-0.1%	-0.2%
Cc1cc(C)n(-c2ccc(S(=O)(=O)N3CCCC3)cc2[N+](=O)[O-])n1
    .	1.3%	0%	.	i	36	1%	.	0.1%	1.5%
CCn1c(SCC(=O)N2CCN(S(=O)(=O)c3ccccc3)CC2)nnc1-c1cccs1
    -6%	0.8%	-2%	-3%	i	33	2%	1.2	-0.1%	2.1%
Cn1c(=O)cc(OCCCC(=O)NCc2ccc(F)cc2Cl)c2ccccc21
    -12%	2.5%	-3%	20%	i	35	1%	1.1	0.0%	-0.2%
NC/C(=N\O)c1ccc(Cl)cc1Cl
    1%	0.9%	0%	11%	i	24	-8%	1	0.2%	3.1%
COc1ccc(OC)c(NC(=O)CC2SC(=N)N(c3ccccc3)C2=O)c1 (stereo not drawn)
    -4%	3.5%	6%	1%	i	56	3%	0.8	0.3%	0.3%
COc1ccccc1NC(=O)CCc1c(C)[nH]c(=O)c(C#N)c1C
    3%	0.6%	-3%	0%	i	23	-2%	1.1	-0.1%	-0.1%[50 µM]
O=C(OCCC1Oc2cccnc2NC1=O)c1ccc([N+](=O)[O-])cc1 (stereo not drawn)
    3%	1.1%	3%	-2%	i	54	-6%	1	-0.5%	.
COc1ccc2c(c1OC)C(=O)OC2Nc1ccccn1 (stereo not drawn)
    14%	1.8%	-1%	5%	i	33	-6%	1	1.7%	0.1%
O=C1C2CCCN2C(=O)N1CCN1CCN(c2ccccc2)CC1 (stereo not drawn)
    -10%	-0.1%	-5%	-10%	i	50	-2%	1.1	-0.2%	0.1%
CC(C)(C)c1ccc(C(=O)N2CCCN(C(=O)c3ccc(C(C)(C)C)cc3)CC2)cc1
    0%	3.4%	1%	4%	i	43	9%	1	1.0%	1.4%
CCN(C(=O)Nc1ccccc1)c1ccccc1
    -11%	3.4%	9%	-6%	i	40	-5%	1.1	-1.0%	6.5%

Brought forward from above: two entries, then new ones.
Each structure is followed by: PMI inhibitors	RSV antiviral HEp-2	M17LAP inhibition	PMI inhibition	T cell modulator	T cell modulator vesicle-bound %	P. falciparum M1AAP	TNAP activators	West Nile virus CPE	K1F lysis inhibition
CC(C)(C)c1ccc(C(=O)N2CCCN(C(=O)c3ccc(C(C)(C)C)cc3)CC2)cc1
    0%	3.4%	1%	4%	i	43	9%	1	1.0%	1.4%
CCN(C(=O)Nc1ccccc1)c1ccccc1
    -11%	3.4%	9%	-6%	i	40	-5%	1.1	-1.0%	6.5%
CN(C)C(N)=NCCC[C@H](N)C(=O)O
    .	-0.5%	.	.	i	56	.	.	-0.6%	-2.3%
COc1ccc(CN2CCCC(C(=O)N3CCCCC3)C2)cc1OC (stereo not drawn)
    .	-1.1%	.	.	i	29	.	.	-0.5%	0.2%
COC(=O)c1sccc1NC(=O)c1ccc(Br)s1
    9%	0.2%	-1%	11%	i	61	-3%	1	-0.5%	-1.1%
O=C(NC(=S)NCc1ccccc1)c1ccccc1[N+](=O)[O-]
    .	4.0%	-5%	.	i	26	-1%	1	-0.7%	-0.2%
Cc1nc2ccc(NC(=S)NCCCO)cc2nc1C
    -27%	-1.2%	19%	-3%	i	58	4%	1.1	0.1%	-0.8%
COC(=O)c1ccc(C(=O)OC)c(NC(=O)CN2CCN(c3ccccc3)CC2)c1
    10%	4.5%	1%	1%	i	16	-3%	1	-0.8%	0.1%
Cc1onc(C(=O)NC2CCCCC2)c1[N+](=O)[O-]
    .	2.1%	.	.	i	24	.	.	-0.2%	6.9%
COc1ccc(NC(=O)c2sc3ncnc(N4CCN(c5ccccn5)CC4)c3c2C)cc1Cl
    .	2.9%	.	.	i	58	.	.	1.6%	0.1%
COC(C(=O)Nc1ccc(C(N)=O)cc1)c1ccccc1 (stereo not drawn)
    -1%	2.5%	-5%	-4%	i	56	3%	1	-0.1%	-0.9%
COc1ccc(C(=O)CSc2nnc3n2CCCN3C(=O)Nc2ccccc2)cc1
    .	12%	-3%	.	i	34	-3%	.	-0.4%	.
Cc1c(N(C)C(=O)C23CC4CC(CC(C4)C2)C3)c(=O)n(-c2ccccc2)n1C
    -6%	-0.3%	8%	-5%	i	47	1%	1.1	0.1%	-0.1%
O=C(Nc1ccc2ccccc2c1)c1cccc([N+](=O)[O-])c1
    .	2.8%	.	.	i	21	.	.	-0.8%	-0.1%
O=C(Nc1ccccc1Cl)N1CCN(c2ccc3nncn3n2)CC1
    -4%	2.8%	4%	-3%	i	48	9%	1.1	0.0%	-3.0%
Cc1cc(C)nc(Sc2ncnc3sc4c(c23)CCC4)n1
    4%	-0.7%	-43%	-1%	i	56	4%	1.1	0.2%	-0.2%
O=C(NCc1cccc(C(F)(F)F)c1)C1CC2Cn3c(nc4ccccc43)C2N1Cc1ccccc1 (stereo not drawn)
    .	0.5%	.	.	i	28	.	.	0.1%	0.2%
Cc1nc2ccc(S(=O)(=O)NCC(=O)N3CCc4ccccc43)cc2s1
    0%	2.7%	-1%	-4%	i	22	6%	1.1	0.1%	0.9%
O=C(CNS(=O)(=O)c1ccccc1)N1CCN(c2ccccc2)CC1
    7%	1.2%	3%	6%	i	42	5%	1.2	-0.8%	-0.1%

Assay outcomes as filed in PubChem.
